TRb-SRC2 inh = qHTS for Inhibitors of the Interaction of Thyroid Hormone Receptor and Steroid Receptor Coregulator 2; Potency, µM (doses to about 106 µM), for the others: at the top dose activity change, negative = inhibition, actives largely listed as inhibitors; 0.065% of 280,000 active; Thyroid hormone receptor beta (Homo sapiens), P10828; TRbeta-SRC2 peptide binding, fluorescence polarization; receptor liganded with 1 µM T3;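 further: plate controls were bound peptide for no effect and peptide without receptor for full effect; nearly all actives have a fitted effect of over 50% in size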
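Decrease in fluorescence polarization of 20 nM Texas Red SRC2 coactivator peptide flagged inhibition of its binding to 0.6 uM TRb LBD; 1 uM T3 included, incubation 5 hr, ex 555/em 632 nm.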
GLA spleen mod = qHTS Assay for Inhibitors and Activators of Human alpha-Galactosidase From Spleen Homogenate | Alpha-galactosidase A (Homo sapiens), P06280 | human spleen homogenate, 4MU-alpha-Gal fluorescence, 40 min | Potency, µM (titrated, usually from 80 µM), for the others: top-dose activity change, negative = inhibition, hits mostly inhibitors | 0.008% of 240,000 active;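 further: 0% = enzyme with vehicle and -100% = no enzyme basal signal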
Target sequence (P06280 32-429 limits assumed): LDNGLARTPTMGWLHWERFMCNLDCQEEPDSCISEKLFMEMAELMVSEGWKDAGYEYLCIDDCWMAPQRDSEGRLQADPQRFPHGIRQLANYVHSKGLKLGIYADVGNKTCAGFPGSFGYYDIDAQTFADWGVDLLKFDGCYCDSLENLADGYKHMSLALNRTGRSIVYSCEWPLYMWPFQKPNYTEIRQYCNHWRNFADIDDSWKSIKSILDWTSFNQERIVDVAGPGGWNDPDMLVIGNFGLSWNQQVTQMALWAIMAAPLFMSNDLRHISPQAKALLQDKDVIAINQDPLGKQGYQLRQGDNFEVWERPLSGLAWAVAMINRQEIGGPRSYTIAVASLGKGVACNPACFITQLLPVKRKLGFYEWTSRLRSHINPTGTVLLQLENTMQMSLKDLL
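Spleen homogenate 1 ug + cpd (titration) + 4-MU-alpha-D-galactopyranoside 1 mM; 37C 40 min; 50 mM citrate/phosphate pH 5.0, 0.01% Tween-20; stop pH 10; fluorescence 365/440; AC50 via Hill.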
L3MBTL1 block = qHTS Assay for the Inhibitors of L3MBTL1; Lethal(3)malignant brain tumor-like protein 1 (Homo sapiens), Q9Y468; AlphaScreen L3MBTL1–H3K9me1 peptide binding; Potency, µM (series often up to 57.1 µM), for inactives: at the top dose activity, negative = inhibition, hits mostly inhibitors; 0.66% of 230,000 active; further: nearly all actives have a fitted effect of over 60% in size
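AlphaScreen proximity signal between nickel-chelate acceptor and streptavidin donor beads (final 10 ug/mL) reports binding of 50 nM L3MBTL1 to 75 nM biotin-H3 K9me1 peptide; complex incubated with compounds 30 min at room temperature; cefsulodin titration as control.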
TR SRC2 fluor cs = Total Fluorescence Counterscreen for Inhibitors of the Interaction of Thyroid Hormone Receptor and Steroid Receptor Coregulator 2 | TRb/SRC2 Texas Red total fluorescence interference | Potency, µM (highest dose often 106 µM), without a hit: at the highest dose fluorescence change, negative = quenching | 0.29% of 280,000 active | AID 1479, 2009; active means well fitted curve in either direction with a large enough effect; inconclusive means small, poorly fitted or top-dose-only effect
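Human TRb ligand-binding domain at 0.6 uM with 20 nM Texas Red SRC2 peptide in Tris buffer containing 1 uM T3 and 5% DMSO, incubated with compound 5 h at ambient temperature. Total fluorescence (555/632 nm) calculated as parallel + 2 × perpendicular.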
Tau fluor cs = Counterscreen qHTS for Inhibitors of Tau Fibril Formation, Fluorescence Polarization; tau K18 P301L Alexa594 fluorescence, heparin fibrillization; Potency, µM (doses to about 57.7 µM), without a hit: top-dose activity change, negative = decrease; 0.93% of 280,000 active; further: nearly all actives have a fitted effect of over 55% in size
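Human K18 P301L tau (15 uM unlabeled plus 0.24 uM Alexa 594-labeled, final) in 100 mM sodium acetate pH 7 was mixed with compound and 20 uM heparin and incubated 6 hr at 37 C.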
Tau ThT inhib = qHTS for Inhibitors of Tau Fibril Formation, Thioflavin T Binding | 2.1% of 270,000 active | AID 1460, 2008 | Microtubule-associated protein tau (Homo sapiens), P10636 | recombinant tau K18 P301L (four-repeat tau fragment), heparin-induced fibrillization, ThT fluorescence | Potency, µM (titrated, usually from 57.4 µM), inactives show top-dose activity, negative = inhibition, hits mostly inhibitors; further: nearly all actives have a fitted effect of over 55% in size
Target sequence (P10636 561-689 P618L limits assumed): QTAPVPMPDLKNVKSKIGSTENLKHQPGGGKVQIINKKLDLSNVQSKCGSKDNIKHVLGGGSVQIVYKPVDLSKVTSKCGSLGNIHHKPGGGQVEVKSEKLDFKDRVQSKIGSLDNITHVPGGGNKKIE
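In this qHTS, human K18 P301L tau is incubated with compound and heparin for 6 hr at 37 C, and Thioflavin T fluorescence then reports fibril load.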
ALDH1A1 inh = qHTS Assay for Inhibitors of Aldehyde Dehydrogenase 1 (ALDH1A1). Aldehyde dehydrogenase 1A1 (Homo sapiens), P00352. Potency, µM (series often up to 75.3 µM), for the others: top-dose activity, negative = inhibition, hits mostly inhibitors. Purified ALDH1A1, NADH fluorescence, propionaldehyde substrate. 7.3% of 220,000 active; active means well fitted inhibition curve with a large enough effect, not every such curve was filed as active; inconclusive means small, poorly fitted or top-dose-only effect, or another doubt; inactive means no such curve, though single readings can be large or run the other way;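 further: plate controls were no enzyme wells and a reference inhibitor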
Target sequence (P00352 whole entry, looked up): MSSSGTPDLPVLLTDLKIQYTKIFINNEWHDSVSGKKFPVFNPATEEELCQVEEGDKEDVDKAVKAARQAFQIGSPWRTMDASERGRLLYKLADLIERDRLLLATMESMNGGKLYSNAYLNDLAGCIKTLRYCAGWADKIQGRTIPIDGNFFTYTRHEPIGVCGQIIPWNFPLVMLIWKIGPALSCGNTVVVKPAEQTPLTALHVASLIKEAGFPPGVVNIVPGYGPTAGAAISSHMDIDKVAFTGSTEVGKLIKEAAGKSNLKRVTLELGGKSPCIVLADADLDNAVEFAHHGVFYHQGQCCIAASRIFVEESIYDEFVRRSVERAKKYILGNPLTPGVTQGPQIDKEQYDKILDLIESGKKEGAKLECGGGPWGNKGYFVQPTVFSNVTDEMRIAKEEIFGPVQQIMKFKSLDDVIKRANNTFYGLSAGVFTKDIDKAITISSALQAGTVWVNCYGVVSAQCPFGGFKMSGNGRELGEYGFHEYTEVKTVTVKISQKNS
Tau FP inhib = qHTS for Inhibitors of Tau Fibril Formation, Fluorescence Polarization. Microtubule-associated protein tau (Homo sapiens), P10636. K18 P301L tau heparin fibrillization, Alexa594 FP, 6 h. Potency, µM (doses to about 57.7 µM), inactives show top-dose activity, negative = inhibition, usual class: inhibitors. 0.39% of 280,000 active. AID 1468, 2008; further: nearly all actives have a fitted effect of over 55% in size
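Human tau K18 […] P301L fragment, 15 uM unlabeled plus 0.24 uM Alexa 594-labeled tau (final), with compound and 20 uM heparin in 100 mM sodium acetate pH 7; 6 hr at 37 C, then Alexa 594 FP read.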
Active calls of the source: *; ? = inconclusive; nt = no result given; & = joins results of further samples; [ ] = another dose, or the depositor's remark. Unless noted, the call rests on the fitted dose curve; in most records, active means well fitted curve in the direction sought with a large enough effect; inconclusive means small, poorly fitted or top-dose-only effect, or another doubt; inactive means no such curve, though single readings can be large; an effect the other way counts as inactive or inconclusive. Unless noted, on the % scale 0 is the no-effect control and ±100 the full control effect; potency means the concentration at half of the fitted maximal effect.

Sample of the layout, four compounds:
SMILES | TRb-SRC2 inh | GLA spleen mod | L3MBTL1 block | TR SRC2 fluor cs | Tau fluor cs | Tau ThT inhib | ALDH1A1 inh | Tau FP inhib
Cc1c(NC(=O)CSc2ncnc3ccccc23)c(=O)n(-c2ccccc2)n1C | 6.7% | -0.4% | 3.7% | -2.0% | 6.8% | -0.2% | 0.9% | 1.0%
COCCNC(=S)Nc1cc(OC)c(NC(=O)c2ccco2)cc1OC | 2.3% | 5.1% | -1.6% | 0.6% | -3.1%[2.34 µM] | -2.8% | 10.0% | -9.1%[2.34 µM]
C[C@H](Oc1ccccc1)C(=O)N[C@@H]1C(=O)N2[C@@H]1SC(C)(C)[C@@H]2C(=O)O | 3.5%[53 µM] | 1.9%[29.1 µM] | nt | -1.3%[53 µM] | nt | nt | 6.0%[20.9 µM] | nt
Cn1cccc1C(=S)N1CCOCC1 | -8.0% | -2.1% | -7.9% | -1.3% | 4.7% | -1.4% | ? | ?

Main list, previewed entries included:
SMILES | TRb-SRC2 inh | GLA spleen mod | L3MBTL1 block | TR SRC2 fluor cs | Tau fluor cs | Tau ThT inhib | ALDH1A1 inh | Tau FP inhib
Cc1c(NC(=O)CSc2ncnc3ccccc23)c(=O)n(-c2ccccc2)n1C | 6.7% | -0.4% | 3.7% | -2.0% | 6.8% | -0.2% | 0.9% | 1.0%
COCCNC(=S)Nc1cc(OC)c(NC(=O)c2ccco2)cc1OC | 2.3% | 5.1% | -1.6% | 0.6% | -3.1%[2.34 µM] | -2.8% | 10.0% | -9.1%[2.34 µM]
C[C@H](Oc1ccccc1)C(=O)N[C@@H]1C(=O)N2[C@@H]1SC(C)(C)[C@@H]2C(=O)O | 3.5%[53 µM] | 1.9%[29.1 µM] | nt | -1.3%[53 µM] | nt | nt | 6.0%[20.9 µM] | nt
Cn1cccc1C(=S)N1CCOCC1 | -8.0% | -2.1% | -7.9% | -1.3% | 4.7% | -1.4% | ? | ?
OC(CCCN1CCCCC1)(c1ccccc1)c1ccccc1 | -2.3% | -11.4% | -9.2% | -4.0% | -1.9% | -2.8% | 2.2% | 3.0%
COc1cc2c(cc1OC)C(COc1ccc3c(C)cc(=O)oc3c1)N(C(=O)c1ccc(C)cc1)CC2 (stereo unspecified) | -7.2% | nt | nt | -0.9% | -8.6% | -2.1% | nt | -0.8%
Cc1cccc(NC(=O)COc2cccc3c(=O)n(C)ccc23)c1C | 0.7% | nt | nt | 0.5% | -5.4% | -8.9% | nt | -2.0%
CCC12OC(=N)C(C#N)(C1C)C(C#N)(C#N)C(c1ccccc1)O2 (stereo unspecified) | -13.7% | ? | 3.9% | 4.3% | 2.9% | -4.6% | ? | 4.0%
COCCN1Cc2cccc(C(=O)NCC3CCN(CC(C)C)C3)c2C1=O (stereo unspecified) | -4.4% | -20.7% | nt | -4.7% | -3.2% | 0.0% | 0.5% | -8.0%
COc1ccc(CCNC(=O)c2cc3c(=O)n(C)c4ccccc4c3s2)cc1OC | -2.2% | nt | nt | -1.1% | -13.7% | ? | nt | -12.9%
CCn1cnc2c1c(=O)n(CC(=O)NCc1ccccc1)c(=O)n2Cc1ccccc1 | -3.0% | 2.9% | 0.5% | -0.5% | -1.5% | 5.7% | -5.3% | 2.3%
CCC12CN3CC(C)(CN(C1)C3c1c(C)n(C)c3ccccc13)C2=O (stereo unspecified) | -1.4% | nt | nt | -0.9% | -1.9% | 1.1% | nt | -1.7%
COc1ccc(NC(=O)CSc2nncn3c2cc2occc23)c(OC)c1 | 0.0% | nt | nt | -0.7% | -21.6% | ? | nt | 4.6%
COc1cccc(OC)c1C(=O)N1CCN(S(=O)(=O)c2ccc(C)cc2)CC1 | 2.9% | -0.5% | nt | -0.4% | -4.3% | 5.0% | 1.4% | -1.6%
Cc1cccc(OCC(=O)NNc2c3ccccc3nc3ccccc23)c1 | 3.3% | 8.5% | -5.9% | -6.1% | 14.1µM*[quencher] | ? | 6.6% | 8.0%
Cc1cc(NC(=O)CN2CCN(c3ccccc3O)CC2)no1 | 6.7% | -19.0% | -8.0% | -0.4% | -4.0% | -3.9% | -15.9% | -0.4%
CCc1nnc(NC(=O)C2=NN(C3CCS(=O)(=O)C3)C(=O)CC2)s1 (stereo unspecified) | 4.0% | 1.0% | 4.5% | -7.4% | 0.4% | 0.6% | -4.1% | 5.0%
CN(C)S(=O)(=O)n1cc(/C=C(\NC(=O)c2ccccc2F)C(=O)NCCCn2ccnc2)c2ccccc21 | -0.6% | nt | nt | -1.4% | -11.0% | 5.9% | nt | -4.4%
O=c1c2ccccc2n2c(-c3cccc(Cl)c3)nnc2n1Cc1ccccc1 | -1.8% | 3.9% | 36.0%[activator] | -6.4% | -0.2% | 9.4% | -8.5% | -9.7%
O=C1CCCCCN1CP(=O)(O)CCc1ccccc1 | -7.4% | -0.3% | -3.4% | -6.5% | 9.0% | 0.6% | -29.6% | -1.8%
Cc1cc(C)c(NC(=O)Cn2c(=O)n(-c3ccc(CC(=O)NCC4CCCO4)cc3)c(=O)c3ccccc32)c(C)c1 (stereo unspecified) | 0.1%&7.3% | -1.6% | -2.4% | -0.4%&-6.5% | -3.7%&1.6% | 2.7%&5.3% | 2.3% | -8.9%&-4.4%
O=S(=O)(NCC1COc2ccccc2O1)c1ccc2ccccc2c1 (stereo unspecified) | -0.2%[53 µM] | 6.6% | 7.6% | -1.0%[53 µM] | -20.6% | 2.1% | ? | -3.0%
O=C1Cn2c(nc3ccccc32)N1c1cccc(C(F)(F)F)c1 | 5.9% | 19.1% | nt | -7.0% | -18.7% | -10.1% | 25.1% | 12.6%
COc1ccc(NC(=O)CC2C(=O)N(c3cccc(OC)c3)C(=O)N2C(C)C)cc1 (stereo unspecified) | 0.0% | 2.3% | ? | 2.9% | -2.8% | -1.3% | 17.0% | 2.2%
NS(=O)(=O)c1ccc(NC(=O)CSc2ncccn2)cc1 | 0.7% | 4.1% | 13.4% | -2.4% | -11.5% | -17.9% | nt | -3.2%
SMILES | TRb-SRC2 inh | GLA spleen mod | L3MBTL1 block | TR SRC2 fluor cs | Tau fluor cs | Tau ThT inhib | ALDH1A1 inh | Tau FP inhib
O=C(CCCOc1ccc(Cl)cc1Cl)Nc1ccccc1C(=O)O | -0.4% | 4.6% | 4.1% | -2.8% | -5.6% | -4.9% | nt | 2.2%
CCN1CCN(CC(=O)Nc2c(C(=O)OC)[nH]c3cccc(Cl)c23)CC1 | -8.6% | -15.4% | -0.5% | -1.7% | 0.6% | -4.0% | 12.2% | -1.8%
COc1ccc(-n2c(O)c(/C=N/NS(=O)(=O)c3ccc(C)cc3)c3ccccc3c2=O)cc1OC | 14.3% | -1.0% | -8.0% | 14.8% | -16.7% | ? | ? | 2.5%
Cn1c(=O)c2sccc2n2c(CCC(=O)Nc3ccc(F)cc3)nnc12 | -8.8% | nt | nt | -1.3% | -4.1% | -1.0% | nt | 9.9%
Cc1ccsc1CN(C)C(=O)CCc1nnc(COc2ccccc2)o1 | -11.5% | -2.1% | 1.2% | -2.1% | 7.1% | 0.6% | -7.8% | 6.7%
CCOC(=O)C1CCCN(C2CC(=O)N(c3ccc(C)cc3)C2=O)C1 (stereo unspecified) | -4.6% | -14.3% | nt | -0.5% | -7.1% | -11.3% | -7.8% | -3.4%
COc1ccc([N+](=O)[O-])cc1N(CC(=O)N1CCCC1)S(C)(=O)=O | 0.5% | 2.2% | 7.3% | 0.0% | -0.2% | -1.2% | -6.0% | 5.3%
O=C(Cc1cccc(C(F)(F)F)c1)NCC(c1ccco1)N1CCCCC1 (stereo unspecified) | 5.4% | -3.5% | -5.9% | -0.4% | 2.2% | -1.7% | -9.2% | -3.6%
CN(C)CCNc1nc2c(c(=O)[nH]c(=O)n2C)n1CCCc1ccccc1 | -4.7% | -4.4% | -4.1% | -3.2% | 1.3% | -5.5% | -6.3% | 2.0%
Cc1cc(=O)n2[nH]c(CCC(=O)O)nc2n1 | -6.1% | -2.8% | -0.2% | -3.0% | -1.6% | 0.2% | nt | 5.3%
O=c1c([N+](=O)[O-])cccn1Cc1ccc(F)cc1Cl | 7.2% | -3.5% | ? | -3.6% | -3.7% | -1.2% | ? | -3.0%
CC(C)Oc1ccc(NC(=O)C2CCCNC2=O)cc1 (stereo unspecified) | -16.7% | 4.0% | -4.8% | 1.6% | 8.2% | 1.4% | 5.7% | 4.5%
C=C(C)C(=O)Nc1cccc(C2=NOC3(C2)C[C@@H](C(N)=O)N(C(=O)c2ccc(OC)cc2)C3)c1 (stereo partly specified) | 0.0% | -7.1% | nt | -1.2% | 6.6% | 7.1% | nt | 1.8%
C=CCNC(=S)NCc1ccccc1 | -5.4% | -4.8% | nt | -1.2% | 3.9% | nt | nt | 2.3%
Cc1ccc(-c2nnn(CCOc3cccc(Br)c3)n2)cc1 | -4.0% | 5.3% | 5.2% | -0.8% | 5.6% | 3.1% | 5.3% | 8.5%
CCCCOc1ccc(-c2nnn(CC(=O)NCc3ccco3)n2)cc1 | -6.3% | 1.1% | -0.9% | -3.7% | -2.9% | -3.3% | -3.8% | 2.5%
CC(C)NC(=O)c1cccc(Cn2cc(Cl)cn2)c1 | -15.0% | 23.2% | 0.9% | -4.1% | -7.0% | -5.6% | 3.1% | -3.9%
Cc1cc(-c2csc(N)n2)c(C)n1CCC(C)C | 6.4% | -2.1% | nt | 1.1% | ? | ? | ? | -15.9%
CC(C)CNc1oc(-c2ccc(F)cc2)nc1C#N | -0.9% | -2.5% | -5.5% | -3.1% | -26.1% | -3.5% | ? | 8.8%
c1ccc(-c2cc3n(c2)CCc2ccccc2-3)cc1 | -7.3% | -2.1% | -2.3% | -5.4% | -23.4% | ? | -10.5% | 4.1%
O=C(NCc1cccnc1)c1ccc(Cl)c(Cl)c1 | -0.3% | 0.4% | 5.1% | 2.4% | 3.4% | 5.0% | 1.9% | 6.3%
CCn1c(C(C)NC(=O)c2cccs2)nc2ccccc21 (stereo unspecified) | 4.1% | 2.7% | -2.9% | -7.2% | -1.9% | -5.8% | 6.5% | -1.7%

Source: PubChem
